Screening data deposited in PubChem by several laboratories.
V-ATPase pH: yeast V-ATPase proton transport regulation by pHLuorin | S. cerevisiae, pHLuorin cytosolic pH fluorescence | 350,000 compounds, 0.37% hits | response, % at 10 µM; in the data active means response mostly above about 7.3%, no sharp cut-off; inactive means mostly below about 5.4%; further: actives read high; inactives centre near 0; some compounds called inactive have numbers as strong as hits; reference of the scale not given here
LANA DNA inh: blocks KSHV LANA C-terminal domain binding to DNA. inhibition, % at 9 µM. AID 504423. 340,000 compounds, 0.078% hits. MBP-C-LANA/FAM-LBS DNA binding, fluorescence polarization;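 active means highest replicate inhibition at or above 60% at 9 µM, even if other replicates fall short; inactive means all replicates below 60% inhibition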;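 further: 0% = neutral control wells and 100% = 4 µM acridine orange control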
Wnt bcat act: activators of Wnt/beta-catenin signaling | 300,000 compounds, 1.2% hits | activation, % at 9.35 µM | Wnt/beta-catenin reporter cell assay, activator, plate reader | AID 743398; in the data active means activation above about 30%, passing the limit was not always enough;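 further: 0% = neutral control wells and 100% = positive control wells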
Keap1 Nrf2 FP: disrupts human Keap1 binding to Nrf2 peptide; Q14145; Keap1 Kelch-Nrf2 peptide fluorescence polarization, 1536-well; inhibition, % at 9.4 µM; 340,000 compounds, 0.15% hits; AID 504523; in the data active means inhibition above about 12%;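 further: human Keap1 Kelch domain with fluorescein labeled Nrf2 9mer peptide probe; 0% = neutral control wells and 100% = peptide positive control; higher means more block of Keap1 binding to Nrf2 peptide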
Arrestin-AP2 inh: inhibitors of human beta-arrestin and AP2 interaction; FITC-arrestin peptide / GST-AP2 beads, flow cytometry; AP2 beta2 appendage carries R879A mutation; inhibition, % at 10 µM; 340,000 compounds, 0.31% hits; AID 504490;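 active means inhibition above a set limit, near 3 SD of compounds lacking own fluorescence, cut at about 54% in these data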;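 further: plate controls were DMSO wells for no effect and 5 µM unlabelled arrestin peptide for full effect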
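Material – AP2 appendage R879A on GSH beads · Buffer or medium – PBS with 0.05% Tween 20 and 0.1% BSA · Probe or stimulus – fluorescein-tagged arrestin peptide at 50 nM final · Incubation – compound with beads 12 min RT, then probe 1 h RT · Detection – high-throughput flow cytometry of beads, ex 488, em 535 nm · Evaluation – percent response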
RTF Ca sens inh: cardiac RTF calcium desensitization; inhibition, % at 7.15 µM; AID 493244; IANBD-labeled cardiac RTF, Ca2+ fluorescence; 340,000 compounds, 0.12% hits;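 active means inhibition above the mean inhibition of all tested compounds plus 3 SD, cut at about 17% in these data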;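 further: assay run at fixed EC70 calcium of 1.6 mM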
DSG3 Ab inh: blocks pemphigus antibody binding to human desmoglein-3; binding (percent of control), % at 10 µM; P32926; DSG3-coupled beads, scFv-anti-DSG3-GFP binding, flow cytometry; stronger effect = lower value; 310,000 compounds, 0.48% hits;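 active means binding more than 3 SD below its plate's average and above zero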; further: some compounds called inactive have numbers as strong as hits
Target sequence (P32926 whole entry, looked up): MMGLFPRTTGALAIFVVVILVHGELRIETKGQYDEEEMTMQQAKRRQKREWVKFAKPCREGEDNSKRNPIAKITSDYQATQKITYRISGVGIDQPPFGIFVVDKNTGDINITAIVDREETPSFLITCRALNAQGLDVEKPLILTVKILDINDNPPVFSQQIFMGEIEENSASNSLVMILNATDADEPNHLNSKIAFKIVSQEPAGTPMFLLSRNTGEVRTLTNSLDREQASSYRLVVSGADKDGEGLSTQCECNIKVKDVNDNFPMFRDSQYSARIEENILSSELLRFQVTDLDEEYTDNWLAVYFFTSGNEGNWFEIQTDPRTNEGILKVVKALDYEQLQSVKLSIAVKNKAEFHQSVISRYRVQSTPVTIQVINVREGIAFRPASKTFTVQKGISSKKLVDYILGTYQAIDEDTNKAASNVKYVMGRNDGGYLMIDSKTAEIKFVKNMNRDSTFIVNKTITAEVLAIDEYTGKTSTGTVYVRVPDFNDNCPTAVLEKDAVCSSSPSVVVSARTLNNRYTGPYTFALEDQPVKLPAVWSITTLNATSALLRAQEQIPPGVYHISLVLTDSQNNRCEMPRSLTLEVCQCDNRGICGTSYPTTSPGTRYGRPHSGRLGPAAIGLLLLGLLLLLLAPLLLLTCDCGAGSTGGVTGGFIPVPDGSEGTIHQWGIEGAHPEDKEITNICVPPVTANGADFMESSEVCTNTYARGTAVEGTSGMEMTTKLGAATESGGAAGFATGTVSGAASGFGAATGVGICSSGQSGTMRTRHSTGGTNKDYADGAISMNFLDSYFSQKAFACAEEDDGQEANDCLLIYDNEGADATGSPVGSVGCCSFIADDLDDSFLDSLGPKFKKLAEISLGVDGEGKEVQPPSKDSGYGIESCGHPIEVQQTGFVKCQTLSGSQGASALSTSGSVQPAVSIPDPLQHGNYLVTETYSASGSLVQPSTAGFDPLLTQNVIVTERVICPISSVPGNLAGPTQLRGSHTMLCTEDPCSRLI
cardiac RTF act: cardiac RTF calcium sensitization. P19429+P45379. IANBD-labeled TnC RTF fluorescence at EC20 calcium; 0% EC20 calcium, 100% full calcium. activation, % at 7.2 µM. 340,000 compounds, 0.24% hits. AID 493008;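 active means activation above the mean over all tested compounds plus 3 SD, cut at about 30% in these data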;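 further: rise in fluorescence read as greater calcium sensitivity of cardiac thin filaments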
MOR-DOR ag: agonists of human mu-delta opioid receptor heterodimerization. cells, OPRM1-OPRD1 heterodimerization, luminescence. activation, % at 9.3 µM. 340,000 compounds, 0.3% hits. AID 504326. P35372+P41143; in the data active means activation above about 18%;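 further: 0% = vehicle-treated cells and 100% = reference agonist; values of inactives mirror those of a sister screen read the other way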
MOR-DOR inv ag: inverse agonist of human OPRM1-OPRD1 heterodimerization; AID 504357; inhibition, % at 9.3 µM; 340,000 compounds, 0.21% hits; cell-based MOR-DOR heterodimer luminescence, inverse agonism; in the data active means inhibition above about 22%, passing the limit was not always enough;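 further: 0% = cells with DMSO and 100% = wells without cells with DMSO; values of inactives mirror those of a sister screen read the other way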
* = called active by the depositor; . = no result given.

Sample of the layout (five entries):
SMILES	V-ATPase pH	LANA DNA inh	Wnt bcat act	Keap1 Nrf2 FP	Arrestin-AP2 inh	RTF Ca sens inh	DSG3 Ab inh	cardiac RTF act	MOR-DOR ag	MOR-DOR inv ag
COc1cc(C(=O)Nc2nnc(-c3sccc3C)s2)cc(OC)c1OC	0.1	-2.0	0.5	-3.5	1.0	-19.8	94.7	1.8	0.2	-1.1
CCn1c(CNC(=O)COc2ccc(C(C)C)cc2)nnc1SCC(=O)Nc1ccccc1C(C)C	0.7	0.1	.	2.4	-3.3	-3.0	98.0	-6.7	0.0	0.1
O=c1[nH]c2ccc(S(=O)(=O)Nc3ccccc3O)cc2[nH]1	6.5	-0.6	0.6	-4.9	34.3	-12.1	109.0	2.7	-1.5	7.9
COc1cc(CN2CCCC(N3CCN(c4ccccc4C)CC3)C2)cc(Cl)c1O (centres undefined)	2.0	0.9	-1.4	-3.0	11.7	0.4	104.8	-2.7	-1.5	7.1
COc1ccc(CCNC(=O)c2ccccc2-c2ccccc2C(=O)O)cc1OC	-2.0	-3.1	-1.1	3.8	-9.9	-4.9	.	1.1	-2.4	11.2

Main list, from the first entry:
SMILES	V-ATPase pH	LANA DNA inh	Wnt bcat act	Keap1 Nrf2 FP	Arrestin-AP2 inh	RTF Ca sens inh	DSG3 Ab inh	cardiac RTF act	MOR-DOR ag	MOR-DOR inv ag
COc1cc(C(=O)Nc2nnc(-c3sccc3C)s2)cc(OC)c1OC	0.1	-2.0	0.5	-3.5	1.0	-19.8	94.7	1.8	0.2	-1.1
CCn1c(CNC(=O)COc2ccc(C(C)C)cc2)nnc1SCC(=O)Nc1ccccc1C(C)C	0.7	0.1	.	2.4	-3.3	-3.0	98.0	-6.7	0.0	0.1
O=c1[nH]c2ccc(S(=O)(=O)Nc3ccccc3O)cc2[nH]1	6.5	-0.6	0.6	-4.9	34.3	-12.1	109.0	2.7	-1.5	7.9
COc1cc(CN2CCCC(N3CCN(c4ccccc4C)CC3)C2)cc(Cl)c1O (centres undefined)	2.0	0.9	-1.4	-3.0	11.7	0.4	104.8	-2.7	-1.5	7.1
COc1ccc(CCNC(=O)c2ccccc2-c2ccccc2C(=O)O)cc1OC	-2.0	-3.1	-1.1	3.8	-9.9	-4.9	.	1.1	-2.4	11.2
C=CCN([C@H](C(=O)OC)C(C)C)S(=O)(=O)CCNCc1ccccc1	2.1	-1.8	-3.1	4.1	24.1	-4.6	93.5	-1.7	1.4	-8.0
CCOC(=O)c1sc(NC(=O)C(CC)OC(=O)c2ccco2)nc1C (centres undefined)	2.5	1.6	-1.6	-2.9	10.9	-0.6	98.8	0.6	-1.0	5.3
CCn1c(=O)c(=O)[nH]c2cc(C(=O)NC3CC3)ccc21	-2.0	2.7	-2.4	-0.3	26.4	6.0	98.6	0.5	-1.7	9.1
CCN1/C(=C2\C(=O)N(c3ccccc3)N=C2C)C=Cc2cc(C)ccc21	-3.6	2.0	-2.2	1.4	-16.5	-8.7	106.1	-0.1	-2.3	15.6
O=C1CSC(c2ccccc2)N1c1ccccc1F (centres undefined)	-2.5	1.2	0.8	-2.7	-3.1	-3.8	103.5	3.8	-1.5	6.9
Cc1nc(NCCN)c(C#N)c2c1COC(C)(C)C2	6.2	-1.4	.	0.3	-1.7	-5.6	98.3	-1.5	-1.6	7.3
COc1cc(/C=C2/C(=O)NN(c3ccc(C)c(Cl)c3)C2=O)cc([N+](=O)[O-])c1O	-7.5	9.2	0.7	-3.8	3.5	-1.6	152.5	10.1	-2.2	12.7
CC(NS(C)(=O)=O)C(c1cccs1)N1CCN(c2ccccc2)CC1 (centres undefined)	4.2	-0.9	.	-4.5	9.4	-0.5	100.4	-3.5	-0.1	0.5
COc1cccc(CNC(=O)CCS(=O)(=O)Cc2ccc(C)cc2)c1	-2.9	0.3	-2.6	-7.2	3.7	-0.4	105.9	1.3	-2.6	13.2
c1cc(C2CCN(Cc3nc(-c4ccc5c(c4)OCO5)no3)CC2)ccn1	-1.1	-0.2	-0.6	-4.2	-3.9	-7.7	101.6	-2.5	-1.9	9.4
Cc1cc(C)c2nc(N(CCN(C)C)C(=O)c3ccc4ccccc4c3)sc2c1	-1.8	1.0	-1.8	0.9	-7.0	-1.0	106.3	-3.0	2.3	-11.7
CCN1CCN(c2ccc(S(=O)(=O)N3CCOCC3)cc2NC(=O)c2ccc(C(F)(F)F)cc2)CC1	0.3	-1.2	-1.8	-2.4	32.1	1.1	102.2	1.0	-1.1	7.2
Cc1ccc(NC(=O)NC2(C(=O)NCc3ccccc3)CCCCC2)cc1	0.4	-1.3	.	-2.9	-5.5	7.1	86.0	3.9	1.0	-5.5
CC(C)(C)NC(=O)CN(C(=O)C(=O)Nc1ccc2c(c1)OCCO2)C1CCCC1	0.5	-0.1	-0.8	-1.2	5.9	-5.7	109.5	-2.8	-2.3	14.2
Nc1ccc2c(c1)C(O)c1cccc(C(=O)O)c1-2 (centres undefined)	-0.3	12.4	-1.8	-1.1	-3.9	-5.7	97.0	-5.2	-3.3	14.3
COC(=O)[C@]1(C)N[C@H](CN(C)C(=O)Nc2ccc(OC)cc2)[C@@H]2C(=O)N(C)C(=O)[C@@H]21	-2.6	-1.6	-0.7	-4.6	-0.8	-8.0	79.8*	-5.1	-2.7	12.5
Cc1cccc(OCC(=O)N2CCC(c3ccccc3)C2)c1 (centres undefined)	4.4	1.0	.	-4.7	-7.1	-7.4	121.7	1.3	-2.7	16.0
COC(=O)c1ccc(NC(=O)c2cccnc2)cc1	2.0	7.1	0.8	-4.6	-1.1	4.5	107.0	2.5	-2.3	11.4
O=C(Nc1ccccc1)C1CCCCN1S(=O)(=O)c1ccccc1 (centres undefined)	2.8	0.4	-0.5	2.3	30.9	-2.6	83.6	-0.6	-1.2	5.4
COc1cccc(-c2nc(OC(C)C)c3ccccc3n2)c1	-2.5	0.6	.	-2.0	13.3	-7.7	107.0	-1.3	-1.1	5.2
CCN(CC)C(=O)c1[nH]cnc1C(=O)N[C@@H](Cc1ccccc1)C(=O)OC(C)(C)C	3.3	-0.6	1.4	3.6	-3.4	-1.9	106.7	-4.7	-1.8	10.4
O=C(O)CCCCCNC(=O)c1ccc(Br)cc1	1.7	1.4	-4.0	1.2	5.2	5.3	104.5	11.3	0.0	0.2
NS(=O)(=O)c1ccc(CCNC(=O)COC(=O)CC(c2ccccc2)c2ccccc2)cc1	-1.3	-0.7	-1.5	-0.1	3.8	.	98.4	.	.	.
Cc1ccc(NC(=S)NNc2ncc(C(F)(F)F)cc2Cl)cc1	-4.6	-0.7	.	-4.5	39.4	-1.8	103.8	-6.5	-10.3	54.7*
CCCCCC(=O)N=Nc1c(O)[nH]c2ccc([N+](=O)[O-])cc12	-0.4	-2.2	1.1	1.0	-11.6	-10.7	80.6	-2.2	-1.0	5.4
Cc1ccc(CNC(=O)COC(=O)CCCOc2ccc(Cl)cc2Cl)cc1	2.9	0.4	.	-6.8	-37.5	-4.0	95.6	-0.5	3.4	-16.7
CCOC(=O)Cc1cn(C(=O)OC(C)(C)C)c2ccccc12	0.6	-2.6	-0.4	-4.9	-5.8	-0.6	99.0	-1.7	-0.6	3.6
Cc1ccc(S(=O)(=O)NCC(=O)OCC(=O)NCc2ccc3c(c2)OCO3)cc1	10.7	-1.2	-1.0	1.7	35.6	-5.2	106.0	-7.5	-0.9	4.5
CC(C)NCC(O)c1ccc2ccccc2c1 (centres undefined)	-2.9	0.1	-0.1	-4.3	-6.4	-4.4	104.0	0.6	-1.7	9.3
CC(C)(C)OC(=O)C[C@H]1C/C=C\C[C@@H](CC(=O)N[C@@H](CO)Cc2ccccc2)C(=O)NCCOC1=O	1.5	-1.8	0.7	-1.4	-4.1	8.8	106.5	3.0	-0.7	4.0
COc1cc(OC)cc(-c2nc3nc(C)c(CCC(=O)NCC(OC)OC)c(C)n3n2)c1	-3.6	1.2	-0.9	1.7	12.5	4.6	86.2	-2.4	-2.9	14.4
O=C(Cn1cc([N+](=O)[O-])cn1)Nc1ccccn1	0.8	-0.9	0.3	-0.6	0.5	6.6	100.3	1.0	2.0	-12.7
CCN(CC)c1ccc(C=NN2CCCCCC2)cc1	1.6	0.9	-3.3	-5.1	-4.3	-1.0	102.4	1.8	-3.2	16.6
O=C1CCC(=O)N1c1ccc(CSc2nc3ccccc3[nH]2)cc1	0.9	-1.6	.	-1.9	3.3	-5.7	83.8	-1.0	0.7	-3.5
Cc1cc(NC(=O)CSc2nc3ccccc3cc2C#N)no1	-1.7	3.3	8.8	-0.8	0.9	-16.2	93.0	-3.2	0.6	-4.0
CC(=O)Nc1cccc(C(=O)Nc2nc(C)cs2)c1	0.4	5.3	3.9	-3.8	-13.0	2.2	120.3	0.5	-1.1	5.3
O=C(O)c1ccccc1Nc1ccccc1C(=O)O	-1.9	-2.1	-1.0	-1.8	6.6	-6.5	98.6	-1.0	-0.4	2.1
CC(=O)Nc1ccc(OCCOc2ccc(NC(C)=O)cc2)cc1	-0.7	-2.4	-0.5	-7.3	2.7	-6.0	101.9	-3.0	-1.3	6.6
COc1ccc(C)cc1NC(=O)Nc1ccc(Br)cn1	4.6	-0.3	.	5.5	-9.9	-4.8	90.8	-0.5	0.6	-3.1
CC1C(=O)C(C)C(c2cccc(Br)c2)NC1c1cccc(Br)c1 (centres undefined)	4.5	0.2	0.7	-2.8	5.0	2.5	99.1	-3.2	-1.0	5.8

Part of the list above in order of molecular weight, high to low.
SMILES	V-ATPase pH	LANA DNA inh	Wnt bcat act	Keap1 Nrf2 FP	Arrestin-AP2 inh	RTF Ca sens inh	DSG3 Ab inh	cardiac RTF act	MOR-DOR ag	MOR-DOR inv ag
Cc1cc(NC(=O)CSc2nc3ccccc3cc2C#N)no1	-1.7	3.3	8.8	-0.8	0.9	-16.2	93.0	-3.2	0.6	-4.0
CC(=O)Nc1cccc(C(=O)Nc2nc(C)cs2)c1	0.4	5.3	3.9	-3.8	-13.0	2.2	120.3	0.5	-1.1	5.3
O=C(O)c1ccccc1Nc1ccccc1C(=O)O	-1.9	-2.1	-1.0	-1.8	6.6	-6.5	98.6	-1.0	-0.4	2.1
